NR3A LBD binder: modulators (binders) of human NR3A ligand-binding domain; Tm shift relative to glycine control, % at 25 µM; AID 1259313; hit rate 2.5% among 340,000; NR3A LBD differential scanning fluorimetry, Tm shift; 0% = protein alone, 100% = glycine-bound protein;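 active = melting temperature shift of at least 10% of the positive control shift, at one fixed dose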
mIAP inh: blocks mouse intestinal alkaline phosphatase | AID 2806 | inhibition, % at 10 µM | hit rate 0.2% among 330,000 | purified mouse IAP, CDP-Star luminescence, 30 min;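 active = inhibition of at least 40% at 10 µM in the primary screen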;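 also: plate controls were DMSO with enzyme for no effect and no enzyme wells for full effect; values of inactives mirror those of a sister screen read the other way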
A3G deaminase: inhibitors of human APOBEC3G DNA deaminase; inhibition, % at 20 µM; recombinant A3G, ssDNA deamination FAM/TAMRA fluorescence; hit rate 0.28% among 330,000; Q9HC16;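 active = inhibition of at least 40% at 20 µM, with no more than 30% in the related APOBEC3A deaminase screen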;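 also: plate controls were DMSO wells with A3G for no effect and wells lacking A3G enzyme for full effect; some compounds called inactive have numbers as strong as hits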
MPTP block: blocks calcium-induced mitochondrial swelling; isolated mouse mitochondria, Ca2+ swelling absorbance, 30 min; inhibition, % at 10 µM; hit rate 1.4% among 360,000; AID 602449;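 active = inhibition of 50% or more, scaled per plate between neutral and stimulator controls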;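 also: 0% = DMSO wells given calcium and 100% = 1 mM EGTA wells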
hIAP activ: human IAP activation; P09923; purified human IAP, CDP-Star luminescence, 30 min; stronger effect = higher value; 1 = vehicle-only enzyme, 0 = enzyme-free background; activation factor at 10 µM; hit rate 0.16% among 330,000; AID 2524;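 active = activation factor of the enzyme at least 2-fold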; also: the source names both 10 and 20 µM as test concentration; values of inactives mirror those of a sister screen read the other way
Target sequence (P09923 whole entry, looked up): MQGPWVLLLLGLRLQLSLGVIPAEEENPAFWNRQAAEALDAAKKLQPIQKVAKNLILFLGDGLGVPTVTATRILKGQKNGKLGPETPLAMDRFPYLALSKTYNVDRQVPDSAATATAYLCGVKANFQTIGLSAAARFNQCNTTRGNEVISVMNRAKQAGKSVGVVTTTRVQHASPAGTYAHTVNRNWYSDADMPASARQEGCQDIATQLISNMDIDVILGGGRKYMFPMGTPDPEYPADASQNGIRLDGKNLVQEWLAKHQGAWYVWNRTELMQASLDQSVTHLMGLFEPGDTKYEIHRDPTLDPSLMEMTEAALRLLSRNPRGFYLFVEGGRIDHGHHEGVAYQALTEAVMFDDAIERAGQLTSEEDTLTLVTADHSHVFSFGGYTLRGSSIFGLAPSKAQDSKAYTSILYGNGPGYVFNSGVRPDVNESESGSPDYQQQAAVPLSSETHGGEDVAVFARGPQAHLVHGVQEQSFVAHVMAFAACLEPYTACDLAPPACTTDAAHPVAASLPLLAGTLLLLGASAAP
hIAP block: human IAP inhibition; P09923; purified IAP, CDP-Star luminescence, 30 min; inhibition, % at 10 µM; hit rate 0.12% among 330,000;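 active = inhibition reaching a set limit with compound at 10 µM in the primary screen, cut at about 35% in these data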;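 also: plate controls were DMSO wells with enzyme for no effect and no-enzyme buffer wells for full effect; values of inactives mirror those of a sister screen read the other way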
mIAP act: increases mouse intestinal alkaline phosphatase activity; hit rate 0.24% among 330,000; activation factor at 10 µM; muIAP, CDP-Star luminescence, 30 min; stronger effect = higher value; 1 = vehicle-only enzyme signal, 0 = enzyme-free wells;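 active = activation factor of at least 2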; also: the source names both 10 and 20 µM as test concentration; values of inactives mirror those of a sister screen read the other way
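System: mouse IAP enzyme. Reagent: CDP-Star chemiluminescent phosphatase substrate. Benchmarks: DMSO wells, no-enzyme wells. Times: 30 min enzyme-substrate-compound incubation at room temperature. Detection: luminescence from enzymatic CDP-Star hydrolysis. Doses: test compounds delivered from DMSO solution.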
A3A deaminase: blocks human APOBEC3A ssDNA deamination; P31941; recombinant A3A, FAM/TAMRA ssDNA deamination fluorescence; inhibition, % at 20 µM; hit rate 0.41% among 330,000;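 active = at least 40% inhibition at 20 µM here, with at most 30% in a related deaminase screen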;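 also: plate controls were A3A with DMSO for no effect and wells lacking A3A enzyme for full effect; some results filed as inactive read as strong as hits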
Target sequence (P31941 whole entry, looked up): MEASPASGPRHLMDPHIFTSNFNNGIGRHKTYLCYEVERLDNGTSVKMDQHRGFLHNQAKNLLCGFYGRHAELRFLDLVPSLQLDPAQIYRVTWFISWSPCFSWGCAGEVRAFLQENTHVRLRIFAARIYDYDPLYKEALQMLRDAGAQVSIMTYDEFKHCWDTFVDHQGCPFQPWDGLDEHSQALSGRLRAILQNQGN
beta cell repl: inducers of beta-cell replication in MIN6 cells | proliferation, % at 10 µM | MIN6 cells proliferation, ATPlite luminescence, 48 h; cells starved in 0.2% serum; 100% = growth in 10% serum | hit rate 0.29% among 330,000 | AID 2380;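 active = compounds whose signal lies at least 3.5 SD above the mean of all wells on their plate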;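 also: 0% = DMSO-treated cells in low-serum medium and 100% = 10% serum control; some compounds called inactive have numbers as strong as hits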
* hit, by the source's call; nt = no result given.

#1 CCn1cc(C(=O)NC(=S)Nc2ccccc2Br)cn1
#2 COC(=O)c1sccc1NC(=O)c1ccc(C)s1
#3 CC(C)(C)c1cc2cccnc2n1Cc1cccc(Cl)c1
#4 CCN(CC)C(=O)C1CCCN(C(=O)c2oc3ccc(C)cc3c2C)C1 (stereo unspecified)
#5 CCN(CC)C(=O)c1cc2c(=O)c3cc(F)ccc3oc2nc1C
#6 Cc1c(OC(C)C(=O)O)ccc2c3c(c(=O)oc12)CCCC3 (stereo unspecified)
#7 COc1ccc(OC)c(-c2nnc(-c3ccc(C)o3)o2)c1
#8 Cn1cc(CC(=O)NCCCN2CCOCC2)c2ccccc21

Screen / compound no.	1	2	3	4	5	6	7	8
NR3A LBD binder	0	4	-1	2	0	0	0	0
mIAP inh	0	0	-7	1	1	0	11	1
A3G deaminase	-8	-4	-2	-3	-3	0	-2	-3
MPTP block	0.0	1.6	2.1	0.1	0.5	-0.3	0.7	-1.1
hIAP activ	0.8	1.1	1.2	1.1	0.97	0.99	1.1	1.1
hIAP block	20	-9	-18	-7	2	1	-8	-7
mIAP act	1	1	1.1	0.99	0.99	1	0.89	0.99
A3A deaminase	0	-2	0	-2	-3	-2	-1	-1
beta cell repl	5	-2	-5	-1	-1	3	3	-3

#9 CCOCCCNC(=O)c1ccc(/C=C2\Oc3ccccc3N(C)C2=O)cc1
#10 CC1CC(C)CN(c2nc(NCc3ccco3)nc(N)c2[N+](=O)[O-])C1 (stereo unspecified)
#11 Cc1nc(C)c(C(=O)Nc2ccccc2-c2ccccc2)o1
#12 CCOc1ccc(C(CCc2ccccc2)NC(=O)c2ccccc2)cc1OCC (stereo unspecified)
#13 O=C(Cn1c(=O)oc2cc(S(=O)(=O)N3CCCC3)ccc21)NCc1ccccn1
#14 O=C(NCCNc1ccc(Cl)cc1[N+](=O)[O-])c1ccccc1F
#15 O=C(NC(=S)Nc1ccc(Br)cn1)c1cccnc1
#16 Cc1ccc2cc(CCNC(=O)CC(C)(C)C)c(=O)[nH]c2c1C

Screen / compound no.	9	10	11	12	13	14	15	16
NR3A LBD binder	-1	-9	-1	0	2	0	2	-1
mIAP inh	-11	11	0	-84	1	3	9	2
A3G deaminase	-4	-4	-1	-5	-9	-3	0	1
MPTP block	2.7	28	2.4	1.4	-2.3	4.2	3.7	1.4
hIAP activ	1	0.87	0.99	0.95	0.98	1	0.97	1
hIAP block	-4	13	1	5	2	-1	3	0
mIAP act	1.1	0.89	1	1.8	0.99	0.97	0.91	0.98
A3A deaminase	-3	0	3	0	-4	-2	2	-2
beta cell repl	0	0	-1	0	2	-2	-3	1

#17 C/C(=N\NC(=O)Cc1ccc(Cl)cc1)c1cccc(NC(=O)c2cccnc2)c1
#18 CCOc1ccccc1NC(=O)CCN1CCN(S(=O)(=O)c2ccc(OC)cc2)CC1
#19 COc1ccccc1N(CC(=O)NCc1ccc(F)cc1)C(=O)CCC(=O)Nc1ccccn1
#20 CC(C)CCNC(=O)C1CCCN(S(=O)(=O)c2ccc3c(c2)CC(C)N3C(=O)C2CC2)C1 (stereo unspecified)
#21 CCc1ccc(NC(=O)C(=O)NCC2CCCN2S(=O)(=O)c2cccs2)cc1 (stereo unspecified)
#22 COc1cc(C(=O)N[C@H](C(=O)OCC(=O)NC2CCCCCC2)C(C)C)cc(OC)c1OC
#23 CN(CCCC(=O)N1CCCC(C(N)=O)C1)S(=O)(=O)c1ccc(F)cc1 (stereo unspecified)
#24 Cc1cc(C)c(C(N)=O)c(Nc2ccc(F)cc2)n1

Screen / compound no.	17	18	19	20	21	22	23	24
NR3A LBD binder	0	-4	0	3	0	2	-1	1
mIAP inh	-2	-4	-4	2	9	-9	-9	-2
A3G deaminase	1	10	-3	0	-9	-6	1	-10
MPTP block	-0.8	0.3	0.4	-1.0	-2.0	-1.5	-0.7	0.6
hIAP activ	0.75	1.1	1	0.97	0.97	0.94	1	0.94
hIAP block	25	-6	0	3	3	6	0	6
mIAP act	1	1	1	0.98	0.91	1.1	1.1	1
A3A deaminase	0	0	1	0	-3	0	3	-9
beta cell repl	1	-2	-2	-2	2	-3	0	-3

#25 CC1CCN(C(=O)COC(=O)c2ccccc2NC(=O)c2ccco2)CC1
#26 Cc1cccc(COCC(Cc2ccccc2)N2CCN(C(=O)c3cc(Cl)cc(Cl)c3)CCC2=O)c1 (stereo unspecified)
#27 Cc1cccc(NC(=S)N(C)C2CCCCC2)c1
#28 CCOC(=O)Cn1nnnc1C(CC)N(Cc1cc2ccc(C)cc2[nH]c1=O)C1CCCC1 (stereo unspecified)
#29 COC(=O)C(Cc1cnc(Cl)s1)(C(=O)OC)c1ccc(C(F)(F)F)cc1[N+](=O)[O-]
#30 O=C(Nc1ccc(C(=O)O)cc1)/C(=C\c1ccco1)NC(=O)c1ccccc1
#31 CC(C)Cc1nc(S(=O)(=O)c2ccc(Cl)cc2)c(N2CCOCC2)o1
#32 Cc1sc2nc(CSc3ncn[nH]3)[nH]c(=O)c2c1C

Screen / compound no.	25	26	27	28	29	30	31	32
NR3A LBD binder	0	-4	-1	1	2	-2	-1	3
mIAP inh	2	-8	-2	-3	1	-6	-1	14
A3G deaminase	-2	7	-3	-3	-1	-8	-3	-3
MPTP block	0.8	-0.5	1.1	0.3	2.4	-1.8	4.9	-1.5
hIAP activ	1.1	0.95	1.1	1.1	0.84	0.98	1.1	1.6
hIAP block	-14	5	-8	-9	16	2	-7	-58
mIAP act	0.98	1.1	1	1	0.99	1.1	1	0.86
A3A deaminase	0	2	1	-3	-1	4	-4	4
beta cell repl	0	-9	-1	-4	-2	1	0	2

Exported as tab-separated lines: part of the list above.
No.	SMILES	NR3A LBD binder	mIAP inh	A3G deaminase	MPTP block	hIAP activ	hIAP block	mIAP act	A3A deaminase	beta cell repl
25	CC1CCN(C(=O)COC(=O)c2ccccc2NC(=O)c2ccco2)CC1	0	2	-2	0.8	1.1	-14	0.98	0	0
29	COC(=O)C(Cc1cnc(Cl)s1)(C(=O)OC)c1ccc(C(F)(F)F)cc1[N+](=O)[O-]	2	1	-1	2.4	0.84	16	0.99	-1	-2

(next part)
#33 COc1ccc(C2N(c3ccccn3)C(=O)C3CCCN32)c(OC)c1 (stereo unspecified)
#34 CC(C)OCCCNc1ncnc2c1[nH]c1ccc(F)cc12
#35 CCc1cc(=O)oc2cc(OCC(=O)NCCN3CCOCC3)c(Cl)cc12
#36 CC(=O)c1ccc(OCC(O)CN2CCN(c3ccc(F)cc3)CC2)cc1 (stereo unspecified)
#37 CN(C)S(=O)(=O)n1ccnc1
#38 O=C(CC1SC(=NCc2ccccc2)NC1=O)Nc1ccccc1 (stereo unspecified)
#39 O=C(O)c1ccc(/C=N/Nc2ccc(S(=O)(=O)N3CCCC3)cc2[N+](=O)[O-])cc1
#40 COc1ccc(CNC(=O)C2CCCC2)cc1

Screen / compound no.	33	34	35	36	37	38	39	40
NR3A LBD binder	2	-2	2	1	-1	-1	-2	-1
mIAP inh	0	-24	-9	-2	8	-11	21	4
A3G deaminase	-4	-9	14	-4	-2	-4	-2	-9
MPTP block	0.4	88*	-0.7	0.4	-1.9	1.8	2.0	0.6
hIAP activ	0.99	1.2	1.1	1.1	0.86	1.3	0.84	0.94
hIAP block	1	-21	-7	-9	14	-29	16	6
mIAP act	1	1.2	1.1	1	0.92	1.1	0.79	0.96
A3A deaminase	-2	-2	5	5	2	0	6	-4
beta cell repl	1	-6	-3	1	-2	3	-1	-1

#41 O=C(CCc1ccccc1)Nc1cc(C(F)(F)F)ccc1Cl
#42 CCOC(=O)c1cnc(-c2ccccc2)nc1N1CCOCC1
#43 CCOC(=O)N1CCC(NC(=O)c2ccc(CS(=O)(=O)c3ccccc3C)o2)CC1
#44 O=C(O)CN1C(=O)/C(=C\c2cc(Br)ccc2OCc2ccc([N+](=O)[O-])cc2)SC1=S
#45 CCN(C[C@H]1N[C@@](C)(C(=O)OC)[C@H]2C(=O)N(C)C(=O)[C@@H]12)C(=O)Nc1ccc(OC)cc1
#46 O=C(CCC(=O)c1cccs1)NC(c1ccccc1)c1ccccc1
#47 Cc1c(C(=O)N(C)c2cccc(Cl)c2)cnn1-c1ccccc1
#48 CC(=O)Nc1ccc(SCC(=O)Nc2ccccc2-c2ccccc2)cc1

Screen / compound no.	41	42	43	44	45	46	47	48
NR3A LBD binder	-2	-3	0	1	1	-1	-4	-5
mIAP inh	-1	9	-8	19	12	-3	3	-2
A3G deaminase	4	-7	0	-4	-5	4	-3	-7
MPTP block	0.0	-1.0	-1.2	2.6	0.2	-0.2	-0.2	2.8
hIAP activ	1.1	0.99	1	0.81	1.2	0.88	1.3	0.97
hIAP block	-7	1	-2	19	-15	12	-26	3
mIAP act	1	0.91	1.1	0.81	0.89	1	0.97	1
A3A deaminase	4	-5	2	26	-5	2	-8	3
beta cell repl	-2	4	1	-4	-2	-1	0	0

#49 c1ccc(-c2nnc(C(c3ccccc3)c3ccccc3)o2)cc1
#50 O=C(NN1C(=O)C2C3C=CC(C4CC34)C2C1=O)c1ccc(Cl)cc1Cl (stereo unspecified)
#51 N#Cc1cc2c(nc1SCc1ccc(Cl)cc1)CCCC2
#52 O=[N+]([O-])c1cc2cccnc2c2ncccc12
#53 COCC(=O)N(C)C[C@H]1N[C@@](C)(C(=O)OC)[C@H]2C(=O)N(Cc3ccccc3)C(=O)[C@@H]12
#54 CCOc1ccc(C(C)=O)cc1COc1ccc(C)nc1[N+](=O)[O-]
#55 CCOCCC(=O)Nc1cc(Cl)ccc1OC

Screen / compound no.	49	50	51	52	53	54	55
NR3A LBD binder	-1	0	nt	0	-1	2	5
mIAP inh	-7	3	6	-12	5	12	2
A3G deaminase	-6	-4	-4	2	-3	-12	-9
MPTP block	2.1	-0.4	0.7	-0.3	-0.8	-0.1	1.0
hIAP activ	1.1	0.97	0.92	0.93	1.1	1	0.9
hIAP block	-14	3	8	7	-10	-3	10
mIAP act	1.1	0.97	0.94	1.1	0.95	0.88	0.97
A3A deaminase	-8	0	-2	2	-3	-2	-2
beta cell repl	-5	2	-3	-2	-4	0	-1

Source: PubChem
